Screening data from PubChem BioAssay.
Pf Dd2 growth: inhibitors of Plasmodium falciparum Dd2 growth; P. falciparum Dd2 growth, SYBR Green, 72 h; Potency, µM (highest dose often 28.9 µM), inactives show at the top dose activity, negative = inhibition, hits mostly inhibitors; hit rate 4.3% among 120,000; AID 1347417; active = well fitted inhibition curve with a large enough effect; inconclusive = small, poorly fitted or top-dose-only effect; inactive = no such curve, though single readings can be large or run the other way;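 note: plate controls were DMSO vehicle for no effect and reference drug for full effect; nearly all actives have a fitted effect of over 65% in size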
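Infected erythrocytes (Dd2, 0.3% parasitemia, 2.5% hematocrit final) are added to compound in RPMI-1640/Albumax II medium, grown 72 h at 37C in low oxygen, then lysed with saponin/Triton-X containing SYBR Green and read by fluorescence.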
* marks the source's active call; other numbers are inactive results; i = inactive; ? = inconclusive; [ ] = another dose, or the depositor's remark. Potency is the fitted concentration of half-maximal effect.

SMILES | Pf Dd2 growth
O=C(c1c(F)cccc1F)N1CCC2(CC1)N=C(c1ccc(Cl)cc1)NO2 | ?
O=C(NC1CC1)C1CN(c2ccc(F)cc2)C(=O)N1 (stereo not drawn) | -2%[44.1 µM]
Cc1ccc(Cn2cc(CCC(=O)NCc3ccc(OC(C)C)cc3)c3ccccc32)cc1 | i
CNC(=O)[C@H]1C[C@H](Oc2cccnc2)CN1S(=O)(=O)Cc1ccccc1F | ?
CCC(CC)NC(=O)CCc1nc(C2CCCN2C(=O)NC(C)C)no1 (stereo not drawn) | i
Cc1c(C(=O)NCc2ccccc2)oc2ccc(S(=O)(=O)N3CCC(C)CC3)cc12 | ?
O=c1[nH]c(N2CCOCC2)nc2c1CCN(Cc1cc(Cl)ccc1F)CC2 | ?
O=C(CSc1nnc(CNC(=O)c2cccc(F)c2)n1-c1ccccc1)Nc1ccccc1F | -4%
CCOc1ccc(-n2c(=O)c3c(C)c(C)sc3n(CC(=O)NCCc3ccccc3)c2=O)cc1 | 8%
COc1cc2c(=O)n(CCC(=O)NCC3CCCO3)c(=O)n(CC(=O)Nc3ccc(C)cc3C)c2cc1OC (stereo not drawn) | -5%
Cc1cc(C)cc(N2CCC(NC(=O)c3ccc(Br)o3)C2=O)c1 (stereo not drawn) | ?
CCc1ccc(N2CC(c3noc(-c4ccc(OC)c(F)c4)n3)CC2=O)cc1 (stereo not drawn) | 9%
CN(CC1CCOCC1)S(=O)(=O)c1ccc2c(c1)CCCC2 | ?
COc1ccc(C(=O)Nc2nnc(SCc3cc(=O)n4cccc(C)c4n3)s2)cc1 | i
COc1ccc(-c2cc(C[C@H]3CNCC[C@H]3CC(=O)N3CCN(c4ccccc4)CC3)no2)cc1 | -7%
COc1ccc(Nc2cc(C)c3cc(NC(=O)c4cc(OC)cc(OC)c4)ccc3n2)cc1 | ?
CCCCN1C(=O)[C@@H]2C[C@@H](O)CN2C2(CN(C3CCCC3)C2)C1=O | -26%[44.1 µM]
CCc1nonc1NC(=O)c1oc2ccc(Cl)cc2c1C | 20%
C=CCNC(=O)N1CC[C@H]2CC(=O)N(CCNC(C)=O)CC[C@H]2C1 | 28%[44.1 µM]
N#Cc1ccc(CN2C[C@@H]3C(=O)N(CCN4CCc5ccccc5C4)C(=O)[C@@H]3C2)cc1 | ?
COc1ccc(OCC(=O)NCCS(=O)(=O)N2CCN(c3cccc(Cl)c3)CC2)cc1 | 6%
CS(=O)(=O)N1CCC(OC2CCN(C(=O)Nc3ccccc3Cl)CC2)CC1 | 35%
Cn1ccc2c(C(=O)NCc3cccnc3)nc(-c3ccccc3C#N)cc21 | i
COc1ccccc1-c1noc(-c2ccc(NC(C)C)c([N+](=O)[O-])c2)n1 | ?
Cc1ccc(C)c(C(=O)N2CCC3(CC2)NC(=O)N(c2ccc(F)cc2)N3)c1 | -14%

Taken from the entries so far (2 entries):
SMILES | Pf Dd2 growth
O=C(c1c(F)cccc1F)N1CCC2(CC1)N=C(c1ccc(Cl)cc1)NO2 | ?
O=C(NC1CC1)C1CN(c2ccc(F)cc2)C(=O)N1 (stereo not drawn) | -2%[44.1 µM]

Later entries.
SMILES | Pf Dd2 growth
Cc1cn2nc(-c3nc(C4CCCN(C(=O)c5cccc(Cl)c5)C4)no3)cc2c(=O)[nH]1 (stereo not drawn) | ?
COc1ccc(S(=O)(=O)NCCc2cc3ccc(C)c(C)c3[nH]c2=O)cc1 | 13%
O=C(NCCC1=CCCCC1)c1nnn2cc(-c3ccccc3)[nH]c(=O)c12 | -2%
COc1ccc(NC(=O)N2CCc3c(C(=O)Nc4ccc5c(c4)OCO5)cccc32)cc1 | ?
CSc1cccc(NC(=O)Nc2ccccc2OCc2cc(=O)n3cc(C)ccc3n2)c1 | i
COc1cccc(N2CCN(S(=O)(=O)c3cc(Br)cc4c3N(C(=O)C3CC3)CC4)CC2)c1 | ?
COC(=O)C1=C(c2ccccc2)c2ccccc2S(=O)(=O)N1CC(=O)Nc1cccc(C(C)=O)c1 | i
CCc1cc(C(=O)Nc2c(C)nn(Cc3ccc(C)cc3)c2C)no1 | i
c1ccc(OCCn2c(COc3ccccc3)nc3ccccc32)cc1 | i
Cc1ccc(CCNC(=O)CCc2cn(Cc3ccccc3C)c3ccccc23)cc1 | 10%
COc1ccccc1NC(=O)N1CCC(N(C(=O)C2CC2)C2CCOCC2)CC1 | 4.5µM*
COc1cc(F)ccc1-c1ccnc2nc(C3CCC3)nn12 | i
COc1cccc(NC(=O)Cn2c(=O)c(-c3noc(C)n3)c3n(c2=O)CCCC3)c1 | 7%
O=C(c1ccoc1)N1CCCC(CCc2ccc(F)c(F)c2)C1 (stereo not drawn) | -13%
CCOc1ccc(-c2cc(C(=O)NCCCOC)c3c(-c4ccc(CC)cc4)[nH]nc3n2)cc1 | -6%
COc1ccc(-n2nc3ccc(NC(=O)c4cccc(OCCC(C)C)c4)cc3n2)cc1 | i
C[C@@H]1CN(c2ccc3nnc(-c4ccccn4)n3n2)C[C@H](C)O1 | 21%[44.1 µM]
c1ccc2oc(CN3Cc4[nH]cnc4C[C@H]3c3nc(-c4ccc5c(c4)OCO5)no3)cc2c1 | ?
Cc1cc(C)cc(NC(=O)c2cc(S(=O)(=O)N3CCCCCC3)cn2C)c1 | -21%
COc1ccc(OC)c(NC(=O)c2c(NCc3ccc(OC)c(OC)c3)sc3c2CCC(C)C3)c1 (stereo not drawn) | 5.6µM*
COCCNC(=O)[C@@H]1CCC[C@@H](NC(=O)c2cc(C)on2)CN(C)C(=O)C1 | 2%[44.1 µM]
C[C@]1(O)CCN(C(=O)c2cccc(-n3cnnc3)c2)C[C@@H]1O | -4%
COCCNC(=O)Cc1ccc(N(Cc2cccc(F)c2)C(=O)c2ccco2)cc1 | i
COc1cccc(/C=C/c2onc(C)c2S(=O)(=O)N2CCC(C(=O)N3CCC(C)CC3)CC2)c1 | -9%
COc1cccc(CNC(=O)CN2C(=O)CCCc3ccccc32)c1OC | -24%

Pulled by compound from above:
SMILES | Pf Dd2 growth
CSc1cccc(NC(=O)Nc2ccccc2OCc2cc(=O)n3cc(C)ccc3n2)c1 | i
Cc1cc(C)cc(NC(=O)c2cc(S(=O)(=O)N3CCCCCC3)cn2C)c1 | -21%
COC(=O)C1=C(c2ccccc2)c2ccccc2S(=O)(=O)N1CC(=O)Nc1cccc(C(C)=O)c1 | i
O=C(c1ccoc1)N1CCCC(CCc2ccc(F)c(F)c2)C1 (stereo not drawn) | -13%
Cc1cn2nc(-c3nc(C4CCCN(C(=O)c5cccc(Cl)c5)C4)no3)cc2c(=O)[nH]1 (stereo not drawn) | ?
c1ccc2oc(CN3Cc4[nH]cnc4C[C@H]3c3nc(-c4ccc5c(c4)OCO5)no3)cc2c1 | ?

The listing continues.
SMILES | Pf Dd2 growth
O=C(c1ccc2c(c1)OCO2)N1CCC(N2CCCC2=O)CC1 | -17%[44.1 µM]
CC(C)n1cnnc1CC1CCN(C(=O)C2(c3ccccc3)CC2)C1 (stereo not drawn) | i
Cc1nc(C(=O)NC2CC(c3cc(N4CCC(O)C4)ncn3)C2)cs1 (stereo not drawn) | -31%
CNC(=O)[C@@H]1C[C@@H](O)CN1C1CCN(C(=O)CCc2ccccc2)CC1 | 13%
Cc1cccc(NC(=O)N2CCC(CN3CCOCC3)CC2)c1C | 14%[0.594 µM]
O=C(c1nc(-c2cc(Cl)cc(Cl)c2)c2ccccn12)N1CCN(c2ncccn2)CC1 | i
Cc1ccc(CN2CCC3(CC2)COc2ccccc2CN3)cc1 | 6.3µM*
Cc1noc(C)c1-c1cc2c(cc(C)n2CCN(C)C)c(-c2cccnc2)n1 | -29%[44.1 µM]
CN(C)C[C@H]1O[C@H](Cc2cc(-c3ccc(F)cc3)on2)CC[C@@H]1O | i
CCCNC(=O)N(C1CCOCC1)C1CCN(C(=O)c2cnccn2)CC1 | -5%
O=C(NC1CCN(c2cc(-c3ccccc3)[nH]n2)C1)c1ccc2cc[nH]c2c1 (stereo not drawn) | -24%
O=C(COc1ccccc1)NCCC1CCN(C(=O)Nc2cc(F)cc(F)c2)CC1 | ?
Cn1nccc1C(O)c1cc2n(n1)CCN(C/C=C/c1ccccc1)C2 (stereo not drawn) | 20%
COCCOC1CCN(C(=O)Cc2cccc(C)c2)CC1 | -5%
Nc1c(-c2nc(-c3ccc(Cl)cc3)cs2)c2ccccn2c1C(=O)c1ccc2c(c1)OCO2 | i
CCc1ccc(N2CC(c3noc(-c4ccco4)n3)CC2=O)cc1 (stereo not drawn) | 46%[activator]
COC1CCOC2(CCN(C(=O)c3sccc3C)CC2)C1 (stereo not drawn) | 7%
N#Cc1nc(-c2ccc(COc3ccccc3)o2)oc1NCc1ccccc1 | ?
Cn1cnnc1-c1nn(C)c2c1CN(C(=O)c1nn(C)c3ccccc13)CC2 | ?
Cc1cc(C)n2nc(CNC(=O)c3c(F)cccc3F)nc2n1 | -15%
CC(=O)NCC(=O)N1CCCn2cc(-c3cccc(C#N)c3)nc21 | -28%
Fc1ccc(-c2cnc([C@@H]3COCCN3Cc3cnc4ccccc4c3)[nH]2)c(F)c1 | ?
COC(=O)C1=C(C)N=C2SC=C(CC(=O)Nc3ccc(OC)cc3)N2C1c1cccc(OC)c1 (stereo not drawn) | ?
O=C(NCC(c1cccnc1)N1CCc2ccccc21)c1ccccc1Br (stereo not drawn) | ?
C[S+](=O)([O-])N1CCC2(CC1)C(=O)NN=C2c1cccnc1 | ?

Reprinted from the part before: six entries, followed by the next part.
SMILES | Pf Dd2 growth
Cc1cc(C)n2nc(CNC(=O)c3c(F)cccc3F)nc2n1 | -15%
CC(=O)NCC(=O)N1CCCn2cc(-c3cccc(C#N)c3)nc21 | -28%
Fc1ccc(-c2cnc([C@@H]3COCCN3Cc3cnc4ccccc4c3)[nH]2)c(F)c1 | ?
COC(=O)C1=C(C)N=C2SC=C(CC(=O)Nc3ccc(OC)cc3)N2C1c1cccc(OC)c1 (stereo not drawn) | ?
O=C(NCC(c1cccnc1)N1CCc2ccccc21)c1ccccc1Br (stereo not drawn) | ?
C[S+](=O)([O-])N1CCC2(CC1)C(=O)NN=C2c1cccnc1 | ?
COc1ccccc1-c1ccnc(-c2nnc(C)n2CCN2CCOCC2)c1 | i
NCC(=O)N1CCC(n2nccc2NC(=O)c2ccc3c(c2)OCO3)CC1 | ?
CCOC(=O)c1ccccc1NC(=O)c1nn(-c2ccc(C)cc2)c(=O)n(C)c1=O | 26%
CN1C(=O)CC(C(=O)O)C12CCN(C(=O)c1ccc3c(c1)CCC3)CC2 (stereo not drawn) | -13%
CCCN(CC1CCOC1)S(=O)(=O)c1ccccc1C (stereo not drawn) | 15%[5.79 µM]
CC(C)NC(=O)N(C1CC1)C1CCOC2(CCN(C(=O)NC3CCCCC3)CC2)C1 (stereo not drawn) | 10%
CC1(C(=O)NCCCN2CCCC2=O)CCCCC(=O)N1 (stereo not drawn) | -14%
COc1cc(NC(=O)CC2=C3CCCCC3NC2=O)cc(OC)c1 (stereo not drawn) | -20%
CC(C)c1ccc(NC(=O)C(C)N(c2ccccc2)S(C)(=O)=O)cc1 (stereo not drawn) | 10%
CCn1ncc(N2CCC(NC(=O)C(C)C)CC2)cc1=O | 19%
NC(=O)c1cccc(-c2n[nH]c3c2CC(=O)N(Cc2ccccc2)C3)c1 | ?
COc1ccc(-c2cnc([C@@H]3COCCN3C3CCN(C(C)=O)CC3)[nH]2)cc1 | -16%[44.1 µM]
COc1cccc(CNC(=O)Cn2ccn3nc4c(c3c2=O)CCCC4)c1OC | i
CCn1nccc1C(=O)N1CCCC(C(=O)NCc2ccccc2)CCNC(=O)CC1 (stereo not drawn) | 11%
CCOc1ccc(N2CC(C)Cn3c2nc2c3c(=O)n(CC(=O)O)c(=O)n2C)cc1 (stereo not drawn) | -3%
CNC(=O)[C@@H]1CN(Cc2c(F)cccc2Cl)C[C@H]1CO | -12%
CNC(=O)[C@@H]1C[C@H](n2cc(CNC(=O)Nc3ccc(F)cc3F)nn2)CN1 | -10%
O=C(NC[C@H]1OC[C@@H](NCc2ccccn2)[C@@H]1O)N1CCOCC1 | i
COc1ccc(CN2C=C(C(=O)OCc3nc(-c4ccccc4F)no3)C(C)=NS2(=O)=O)cc1 | i
CCc1nn(C(C)C(=O)N2CCN(c3ccccc3)CC2)c(=O)c2cc3occc3n12 (stereo not drawn) | 10%
O=C(c1nnc(COc2ccc3cnccc3c2)n1-c1ccccc1)N1CCC[C@@H]1c1cccc(F)c1 | ?
CO[C@H]1C(=O)N(C(C)C)[C@H]1C1CCN(C(=O)CCc2nc3ccccc3s2)CC1 | -19%
Cc1ccc(-c2nnc([C@H]3CCN(C(=O)NC4CCCCC4)C3)o2)cc1 | i
Cc1ccccc1-c1nccc2c(=O)cc(N3CCOCC3)oc12 | -20%[44.1 µM]
COc1ccc2c(c1)c(=O)c(C(=O)c1ccc(F)cc1)cn2CC(=O)Nc1ccc2c(c1)OCCO2 | ?
SMILES | Pf Dd2 growth
CC(C)(C)NC(=O)c1ccc2nc(CCc3ccccc3)oc2c1 | -2%
O=C1NCc2ccccc2CC12CCCN(Cc1ccccc1)C2 (stereo not drawn) | ?
COc1ccccc1OCC(=O)NCC(c1ccc(Cl)cc1)N1CCCCC1 (stereo not drawn) | ?
O=C(CC1CCOCC1)NCc1ccc(N2CCOCC2)cc1 | 14%
O=C(CN1C(=O)CCn2nc(-c3ccccc3)cc21)NCc1ccccc1 | ?
CCOc1ccc(NC(=O)c2cc3c(=O)n4cccc(C)c4nc3s2)cc1 | 18%
O=C1CC(c2ccccc2)N(C(=O)C2CC2)CCCN(C(=O)Nc2ccccc2)CCN1 (stereo not drawn) | 12%
O=C1N(CC2CC2)CCOC12CCN([S+](=O)([O-])c1ccccc1)CC2 | i

This is a subset; the hit share may differ from the screen's.
